HP1b chromo inh – HTS for Inhibitors of HP1-beta Chromodomain Interactions with Methylated Histone Tails; AID 540317, 2011; 390,000 compounds, 0.56% hits; Potency, µM (highest dose often 114 µM), for inactives: top-dose activity change, negative = inhibition, actives largely listed as inhibitors; Chromobox protein homolog 1 (Homo sapiens), P83916; AlphaScreen HP1-beta / biotin-H3K9me3 peptide binding; also: nearly all actives have a fitted effect of over 70% in size; inactives centre near 23
Target sequence (P83916 whole entry, looked up): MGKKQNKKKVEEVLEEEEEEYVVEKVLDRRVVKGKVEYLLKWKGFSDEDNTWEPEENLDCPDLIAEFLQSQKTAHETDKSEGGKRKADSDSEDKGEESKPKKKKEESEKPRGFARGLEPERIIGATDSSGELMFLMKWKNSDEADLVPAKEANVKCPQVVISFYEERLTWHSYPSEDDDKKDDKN
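Compound inhibition of the preformed complex between 50 nM HP1-beta and 50 nM biotinylated H3K9me3 peptide was read by AlphaScreen. Buffer was PBS pH 7.4 with 0.01% Tween-20. Incubations ran 30 min at room temperature, with 10 ug/mL donor/acceptor beads.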
G9a inh – qHTS Assay for Inhibitors of Histone Lysine Methyltransferase G9a; AID 504332, 2011; G9a H3K9 monomethylation, AlphaScreen, 2 h; Histone-lysine N-methyltransferase EHMT2 (Homo sapiens), Q96KQ7; 350,000 compounds, 8.8% hits; Potency, µM (doses to about 102 µM), for inactives: at the highest dose activity, negative = inhibition, actives largely listed as inhibitors; also: % is scaled to controls: 0 for no effect and ±100 for the full control effect; nearly all actives have a fitted effect of over 75% in size
Target sequence (Q96KQ7 913-1193 limits assumed): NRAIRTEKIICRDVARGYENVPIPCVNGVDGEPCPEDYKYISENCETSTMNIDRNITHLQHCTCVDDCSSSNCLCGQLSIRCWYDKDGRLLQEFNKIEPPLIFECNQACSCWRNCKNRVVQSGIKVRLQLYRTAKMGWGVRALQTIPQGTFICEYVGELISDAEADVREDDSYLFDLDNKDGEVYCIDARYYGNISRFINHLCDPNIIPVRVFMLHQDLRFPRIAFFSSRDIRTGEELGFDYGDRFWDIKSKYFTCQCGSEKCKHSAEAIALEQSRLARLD
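Chemiluminescent proximity detection of H3K9 monomethylation, read after 10 min bead incubation in the dark. Reaction: 20 nM G9a, 500 nM biotin-H3K9 peptide, 20 uM SAM cofactor, 2 h, room temperature, following 15 min enzyme-compound preincubation.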
BAZ2B block – qHTS Assay for Inhibitors of BAZ2B; 360,000 compounds, 4.4% hits; AlphaScreen BAZ2B-H3K14Ac peptide displacement; Potency, µM (doses to about 114 µM), without a hit: at the top dose activity change, negative = inhibition, usual class: inhibitors; also: % is scaled to controls: 0 for no effect and ±100 for the full control effect; nearly all actives have a fitted effect of over 60% in size
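Complex of BAZ2B and biotin-H3K14Ac (50 nM apiece) forms over 30 min at RT, then faces library compounds up to 110 uM for another 30 min; AlphaScreen beads added, 20 min dark incubation, luminescence read.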
POLI inh – qHTS for Inhibitors of Polymerase Iota; DNA polymerase iota (Homo sapiens), Q9UNA4; Pol iota fluorescent replication assay, 10 min; Potency, µM (doses to about 115 µM), inactives show top-dose activity, negative = inhibition, usual class: inhibitors; 390,000 compounds, 1% hits; AID 588590, 2011
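Fluorescent replication assay read twice, at 0 min and 10 min after adding 50 nM (final) substrate. Enzyme (10 nM) and compounds were first incubated 15 min at room temperature; enzyme-free buffer wells were negative controls.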
BLM helicase inh – qHTS Assay for Inhibitors of Bloom's syndrome helicase (BLM); RecQ-like DNA helicase BLM (Homo sapiens), P54132; recombinant BLM DNA unwinding, fluorescence dequenching; Potency, µM (titrated, usually from 56.1 µM), for the others: at the top dose activity change, negative = inhibition, hits mostly inhibitors; 350,000 compounds, 0.2% hits; AID 2528, 2010;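 also: plate controls were vehicle for no effect and no enzyme for full effect; nearly all actives have a fitted effect of over 35% in size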
Pin1 inhibitor – qHTS Assay to Find Inhibitors of Pin1 | Potency, µM (top dose mostly 115 µM), inactives show top-dose activity, negative = inhibition, actives largely listed as inhibitors | Peptidyl-prolyl cis-trans isomerase NIMA-interacting 1 (Homo sapiens), Q13526 | Pin1 FP peptide displacement, HiFluor488, 10 min | AID 504891, 2011 | 390,000 compounds, 0.009% hits; active = well fitted inhibition curve with a large enough effect in the polarisation, with a control signal flat, not every such curve was filed as active; inconclusive = small, poorly fitted or top-dose-only effect, or effect the other way, or a change in a side signal; inactive = no such curve, though single readings can be large or run the other way; the % refers to the polarisation; also: % is scaled to controls: 0 for no effect and ±100 for the full control effect
Target sequence (Q13526 whole entry, looked up): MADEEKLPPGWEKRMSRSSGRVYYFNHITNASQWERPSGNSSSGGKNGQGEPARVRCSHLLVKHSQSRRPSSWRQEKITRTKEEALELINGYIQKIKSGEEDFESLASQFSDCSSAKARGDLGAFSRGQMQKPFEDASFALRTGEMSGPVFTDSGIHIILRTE
GLS inh – qHTS for Inhibitors of Glutaminase (GLS) | GLS enzymatic activity, qHTS titration | Potency, µM (highest dose often 45.5 µM), without a hit: at the top dose activity change, negative = inhibition, most hits filed as inhibitors | AID 624170, 2012 | 410,000 compounds, 0.21% hits | Glutaminase kidney isoform, mitochondrial (Homo sapiens), O94925; also: % is scaled to controls: 0 for no effect and ±100 for the full control effect
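Coupled fluorescence readout: glutamate oxidase/HRP/Amplex Red detect glutamate formed by hKGA from L-glutamine (1 mM solution added). Buffer 45 mM KH2PO4 pH 8.2, 0.02% Tween-20; reads at t0 and 30 min RT.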
PGK inhibitor – qHTS Assay to Find Inhibitors of Phosphoglycerate Kinase | PGK/GAPDH coupled, Kinase-Glo luminescence, 60 min | Potency, µM (titrated, usually from 57.5 µM), for the others: at the highest dose activity change, negative = inhibition, most hits filed as inhibitors | 380,000 compounds, 0.043% hits; also: % is scaled to controls: 0 for no effect and ±100 for the full control effect; nearly all actives have a fitted effect of over 60% in size
Target sequence (P07378 whole entry, looked up): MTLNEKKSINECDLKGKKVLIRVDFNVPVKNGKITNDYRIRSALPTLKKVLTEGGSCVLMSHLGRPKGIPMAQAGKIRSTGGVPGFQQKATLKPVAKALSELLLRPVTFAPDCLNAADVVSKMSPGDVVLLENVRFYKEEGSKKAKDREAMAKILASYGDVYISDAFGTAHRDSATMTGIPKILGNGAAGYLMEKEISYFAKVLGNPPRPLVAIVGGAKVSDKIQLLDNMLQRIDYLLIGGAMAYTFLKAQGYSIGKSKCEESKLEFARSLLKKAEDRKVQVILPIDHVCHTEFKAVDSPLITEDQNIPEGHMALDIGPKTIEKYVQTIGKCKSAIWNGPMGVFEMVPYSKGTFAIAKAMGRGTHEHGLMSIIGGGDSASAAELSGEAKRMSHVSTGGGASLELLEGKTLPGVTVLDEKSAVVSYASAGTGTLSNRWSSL
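Luminescent ATP detection (Kinase-Glo Plus) follows a 60-minute room-temperature incubation, with wells lacking PGK as controls. Buffer: 100 mM TEA (pH 7.6), 5 mM MgCl2, 0.01% Tween-20. Coupling enzyme GAPDH (100 nM final) supplies unstable 1,3-BPG in-well.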
JMJD2A Tudor – qHTS Assay for Inhibitors of JMJD2A-Tudor Domain; 390,000 compounds, 4.4% hits; Potency, µM (doses to about 114 µM), inactives show top-dose activity change, negative = inhibition, most hits filed as inhibitors; AlphaScreen JMJD2A-Tudor / H3K4me3 peptide binding; Lysine-specific demethylase 4A (Homo sapiens), O75164; also: % is scaled to controls: 0 for no effect and ±100 for the full control effect; nearly all actives have a fitted effect of over 50% in size
Numbers without * were called inactive; i = inactive; ? = inconclusive; / = not tested or not shown; [ ] = remark or other dose. Unless noted, calls follow the shape of the dose curve; as a rule, active = well fitted curve in the direction sought with a large enough effect; inconclusive = small, poorly fitted or top-dose-only effect, or another doubt; inactive = no such curve, though single readings can be large; an effect the other way counts as inactive or inconclusive. Potency is read from the fitted curve at half-maximal effect. This is a subset; count on the stated rates, not on these rows.

SMILES	HP1b chromo inh	G9a inh	BAZ2B block	POLI inh	BLM helicase inh	Pin1 inhibitor	GLS inh	PGK inhibitor	JMJD2A Tudor
O=C(CSc1ccc2nnc(-c3ccncc3)n2n1)Nc1ccccc1F	42%[activator]	-22%	3%	102%[activator]	1%	-1%	-1%	6%	-6%
Cc1cccc(C)c1NC(=S)N(CCc1ccncc1)C(C)C	37%	?	16%	25%	-1%	-8%	1%	-7%	-15%
O=C(Nc1ccc(S(=O)(=O)NCc2ccccc2)cc1)c1ccccc1[N+](=O)[O-]	0%	-8%[59 µM]	0%	-14%	1%	-3%	0%	-6%	-21%
Cc1ccc(-c2nnc(N3CC(C)OC(C)C3)c3ccccc23)cc1 (stereo not given)	16%	-5%	?	32%[activator]	0%	-9%	0%	1%	-23%
COc1ccc(CCNC(=O)COC(=O)c2ccc(F)c(S(=O)(=O)N3CCOCC3)c2)cc1	31%	-11%[12.7 µM]	-2%	-5%	/	-3%	3%	2%	-10%
COc1ccc(C2=NN(C(=O)CSc3nccn3C)C(c3ccco3)C2)cc1 (stereo not given)	4%	/	/	17%	/	-1%	2%	-3%	?
CCCCc1ccc(NC(=S)NCCc2ccc(S(N)(=O)=O)cc2)cc1	13%	-6%[59 µM]	-11%	27%	-17%	-14%	0%	-12%	-23%
O=C(NC1CCCCCC1)C1CCN(C(=O)c2ccc(Cl)cc2)CC1	21%	6%[12.7 µM]	3%	19%	/	3%	4%	9%	-2%
O=C(COc1ccc2c(-c3ccccc3)cc(=O)oc2c1)N[C@H](Cc1c[nH]c2ccccc12)C(=O)O	4%	20%[12.7 µM]	-38%	-11%	-7%	-17%	19%	i	-26%
COc1cccc(N2C(=O)C(CC(=O)Nc3ccc(F)cc3)N(CCC3=CCCCC3)C2=O)c1 (stereo not given)	31%[activator]	-7%[59 µM]	-19%	29%	-8%	?	6%	1%	-20%

Copied from the list:
COc1cccc(N2C(=O)C(CC(=O)Nc3ccc(F)cc3)N(CCC3=CCCCC3)C2=O)c1 (stereo not given) in BAZ2B block: -19%
O=C(CSc1ccc2nnc(-c3ccncc3)n2n1)Nc1ccccc1F in POLI inh: 102%[activator]
Cc1ccc(-c2nnc(N3CC(C)OC(C)C3)c3ccccc23)cc1 (stereo not given) in POLI inh: 32%[activator]

The listing picks up, repeating the 3 entries before the break.
SMILES	HP1b chromo inh	G9a inh	BAZ2B block	POLI inh	BLM helicase inh	Pin1 inhibitor	GLS inh	PGK inhibitor	JMJD2A Tudor
O=C(NC1CCCCCC1)C1CCN(C(=O)c2ccc(Cl)cc2)CC1	21%	6%[12.7 µM]	3%	19%	/	3%	4%	9%	-2%
O=C(COc1ccc2c(-c3ccccc3)cc(=O)oc2c1)N[C@H](Cc1c[nH]c2ccccc12)C(=O)O	4%	20%[12.7 µM]	-38%	-11%	-7%	-17%	19%	i	-26%
COc1cccc(N2C(=O)C(CC(=O)Nc3ccc(F)cc3)N(CCC3=CCCCC3)C2=O)c1 (stereo not given)	31%[activator]	-7%[59 µM]	-19%	29%	-8%	?	6%	1%	-20%
CCOC(=O)c1nc2nc(C)cc(=O)n2[nH]1	48%	?	-5%	2%	1%	-5%	1%	-1%	-28%
Fc1ccc(C2CC(c3ccco3)n3ncnc3N2)cc1 (stereo not given)	19%	16%[59 µM]	6%	-21%	-12%	0%	-3%	-1%	-4%
Cn1c(=O)oc2cc(S(=O)(=O)Nc3ccc(Cl)cc3)ccc21	23%	1%[0.501 µM]	7%	54%[activator]	-3%	0%	16%	-2%	-3%
COc1ccc(-c2nc3ccccc3n3c(-c4ccccc4)c4c(=O)n(C)c(=O)n(C)c4c23)cc1	54%[activator]	-3%[59 µM]	1%	18%	-3%	-1%	-11%	-6%	9%
COc1cc(NC(=O)CN2CCN(S(=O)(=O)/C=C/c3ccccc3)CC2)cc(OC)c1OC	21%	-11%[12.7 µM]	-2%	3%	/	0%	-4%	-5%	-17%
CCCn1nc(C(=O)OCC(=O)NC(C)c2ccccc2)c2ccccc2c1=O (stereo not given)	21%	-30%	/	54%[activator]	3%	0%	1%	-5%	-13%
Cc1csc(Sc2ccc([N+](=O)[O-])cc2C(=O)OCC(=O)NC2CCCC(C)C2C)n1 (stereo not given)	-4%	24%	4%[57.1 µM]	10%	-3%	-1%	15%	11%	-1%
CC(C)(C)c1cc(NC(=O)Nc2ccccc2)no1	12%	21%	1%	11%	-8%	-2%	0%	-3%	-10%
COc1ccccc1C(=O)Nc1ccc(S(=O)(=O)N2CCOCC2)cc1	20%	-12%[59 µM]	1%	-10%	0%	3%	-8%	-19%	2%
COc1ccc(C2=NN(C(=O)COC(=O)c3ccc(NC(=O)CC#N)cc3)C(c3ccco3)C2)cc1 (stereo not given)	16%	15%[12.7 µM]	-1%	?	/	?	-2%	-8%	-20%
O=C(CN1CCN(Cc2ccc(F)cc2Cl)CC1)NCc1ccccc1	24%	10%	-24%	13%	2%	-13%	-4%	-2%	-22%
CC1CCCN(CC(=O)NNC(=O)COc2ccc(Br)cc2)C1 (stereo not given)	42%[activator]	/	/	8%	/	6%	4%	-3%	?
COC(=O)c1c(C)[nH]c(C)c1-c1ccc([N+](=O)[O-])cc1	-16%	?	?	11%	-5%	0%	2%	0%	?
COc1ccc(C2CC(=O)c3cc(-c4nc(-c5cccc(Cl)c5)cs4)c(=O)[nH]c3C2)cc1OC (stereo not given)	55%[activator]	24%[59 µM]	-1%	7%	-10%	?	-5%	-10%	-13%
O=C(O)c1cccc(S(=O)(=O)Nc2ccc(Cc3ccncc3)cc2)c1	34%[activator]	/	/	-1%	/	2%	-2%	i	-8%
CCC(=O)C1CCCN(C(=O)CCc2nnc(-c3ccc(C(C)=O)s3)o2)C1 (stereo not given)	22%	-3%	-4%[57.1 µM]	7%	0%	-4%	-12%	-6%	4%
COc1ccc(N2CCN(c3nc4c(C)cccn4c(=O)c3C=C(C#N)C#N)CC2)cc1	20%	-27%	-35%	-9%	1%	0%	17%	-5%	-20%
CC1(C)C(c2cccs2)=NC(c2ccccc2)N1O (stereo not given)	47%[activator]	-16%	11%	24%	0%	-4%	7%	-3%	-4%
O=C(Nc1ccc2nccnc2c1)Nc1ccccc1Cl	22%	?	-13%	-21%	-7%	25%	?	i	20µM*
COc1ccc(C2=NN(CCC(=O)NCc3cccs3)C(=O)CC2)cc1	15%	-4%	1%	9%	-4%	0%	-6%	7%	6%
CCOc1ccc(OCCOC(=O)C2CCN(S(=O)(=O)c3ccc(C)c(C)c3)CC2)cc1	29%	4%[0.501 µM]	5%	6%	/	3%	7%	1%	-1%
O=[N+]([O-])c1ccc(Cl)c(S(=O)(=O)Nc2cccc(S(=O)(=O)NC3=NCCC3)c2)c1	1%	/	/	?	/	-2%	1%	-6%	-23%
COc1ccc(Nc2nc3ccccc3n3c(N)nnc23)cc1	7%	4%[59 µM]	-22%	15%	-4%	11%	10%	i	-27%
COc1cc(C(C)=O)ccc1OCC(=O)NCCCn1nc(C)cc1C	34%	/	/	28%	/	7%	1%	-5%	-5%
c1cc2c(cc1-c1[nH]ncc1CN1C[C@H]3CC[C@H]1C3)OCO2	42%[activator]	/	6%	35%[activator]	1%	7%	0%	5%	0%
Cn1ccc(/C=N/N=C2/NC(=O)CS2)n1	39%[activator]	10µM*	-20%	71%[activator]	0%	-2%	10%	5%	-1%
CCOC(=O)N1CCN(C(=O)C2CCCN(Cc3nc(-c4ccc(Cl)cc4)oc3C)C2)CC1 (stereo not given)	63%[activator]	?	2%	11%	-2%	4%	0%	i	-15%
Cc1cc(NC(=O)OC(C)C)ccc1-c1ccc(NC(=O)OC(C)C)cc1C	32%	47%[0.501 µM]	-20%	-23%	-4%	0%	-6%	-6%	-3%
NC(Cc1ccccc1)C(O)c1ccco1 (stereo not given)	14%	/	/	21%	1%	18%	/	/	-26%
O=c1c(=O)n(-c2ccccc2)ccn1Cc1c(F)cccc1Cl	21%	-4%[59 µM]	?	38%[activator]	-8%	0%	6%	-9%	-31%
C=CCONC(=O)Cc1ccccc1	10%	/	/	-3%	/	2%	5%	9%	-8%
O=C(CNC(=O)c1cccc(F)c1)N/N=C/c1cccc([N+](=O)[O-])c1	34%	8%[59 µM]	4%	67%[activator]	3%	3%	-1%	i	0%
CCCn1c(SCC(=O)N2CCCCC2)nc2c1c(=O)n(C)c(=O)n2C	6%	?	6%	44%[activator]	-4%	1%	2%	3%	-8%
N#C/C(=C/c1ccc([N+](=O)[O-])cc1)C(=O)Nc1ccccc1O	-4%	-2%[59 µM]	?	4%	-7%	4%	-12%	-2%	-17%
O=C1CCCN1c1ccc(S(=O)(=O)N2CCC(c3ccccc3)CC2)cc1	21%	55%[activator][59 µM]	2%	8%[58.9 µM]	-2%	-3%	8%	-6%	-8%
Cc1ccc(NC(=O)CSc2n[nH]c(-c3ccccn3)n2)cc1	58%[activator]	8%[59 µM]	4µM*	23%	0%	2%	-2%	i	4µM*
C=CCc1c(C)nc(-c2ccccc2)nc1N/N=C(\C)c1ccccc1	31%	?	-33%	9%	-1%	0%	7%	8%	-28%
NCCCC[C@H]1CN=C(N)N1CCc1cccc2ccccc12	48%[activator]	/	/	-15%	/	0%	7%	i	-12%
CC(C)CC(NC(N)=O)C(=O)Nc1ccc2c(c1)OCO2 (stereo not given)	9%	-35%	?	87%[activator]	-2%	-7%	-1%	3%	?
COc1cc(SC)ccc1C(=O)NCCc1ccccc1	53%[activator]	4%[59 µM]	5%	17%	-1%	0%	-2%	-2%	14%
